Compound activity (PubChem BioAssay)
BAP1 block: human BAP1 deubiquitinase inhibition | Q92560 | recombinant BAP1, Ub-AMC hydrolysis fluorescence kinetic; hits give low values | activity remaining (% of control), % at 20 µM | 72,000 compounds, 0.48% hits;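 active means activity remaining at or below 50% of control, provided the compound also passes the data quality filters; inactive means the rest, including low values that fail the filters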;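 further: 100% = DMSO wells rate and 0% = substrate alone blank rate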
Target sequence (Q92560 whole entry, looked up): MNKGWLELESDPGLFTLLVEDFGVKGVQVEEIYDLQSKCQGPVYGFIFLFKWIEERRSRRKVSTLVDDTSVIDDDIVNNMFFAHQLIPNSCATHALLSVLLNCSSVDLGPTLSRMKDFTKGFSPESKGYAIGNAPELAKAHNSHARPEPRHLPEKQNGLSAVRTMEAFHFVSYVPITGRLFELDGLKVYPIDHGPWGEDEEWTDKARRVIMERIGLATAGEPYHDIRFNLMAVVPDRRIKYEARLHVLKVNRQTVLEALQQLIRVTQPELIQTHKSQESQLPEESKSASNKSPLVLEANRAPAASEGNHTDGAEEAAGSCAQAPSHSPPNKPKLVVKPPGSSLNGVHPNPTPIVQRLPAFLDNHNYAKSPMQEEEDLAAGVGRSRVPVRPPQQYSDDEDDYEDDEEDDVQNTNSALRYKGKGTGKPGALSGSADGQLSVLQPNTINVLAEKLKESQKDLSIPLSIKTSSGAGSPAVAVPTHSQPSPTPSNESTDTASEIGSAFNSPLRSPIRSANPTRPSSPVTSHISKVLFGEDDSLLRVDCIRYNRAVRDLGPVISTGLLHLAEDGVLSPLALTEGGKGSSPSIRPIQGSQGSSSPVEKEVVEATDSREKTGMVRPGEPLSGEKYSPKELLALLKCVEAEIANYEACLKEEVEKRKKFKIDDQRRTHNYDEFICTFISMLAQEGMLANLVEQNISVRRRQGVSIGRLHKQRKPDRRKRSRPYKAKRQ
HePTP inh: human HePTP phosphatase inhibition | P35236 | recombinant HePTP phosphatase activity, OD absorbance | inhibition, % at 20 µM | 110,000 compounds, 0.64% hits | AID 521; in the data active means inhibition above about 50%;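 further: plate controls were vehicle for no effect and reference inhibitor for full effect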
Target sequence (P35236 whole entry, looked up): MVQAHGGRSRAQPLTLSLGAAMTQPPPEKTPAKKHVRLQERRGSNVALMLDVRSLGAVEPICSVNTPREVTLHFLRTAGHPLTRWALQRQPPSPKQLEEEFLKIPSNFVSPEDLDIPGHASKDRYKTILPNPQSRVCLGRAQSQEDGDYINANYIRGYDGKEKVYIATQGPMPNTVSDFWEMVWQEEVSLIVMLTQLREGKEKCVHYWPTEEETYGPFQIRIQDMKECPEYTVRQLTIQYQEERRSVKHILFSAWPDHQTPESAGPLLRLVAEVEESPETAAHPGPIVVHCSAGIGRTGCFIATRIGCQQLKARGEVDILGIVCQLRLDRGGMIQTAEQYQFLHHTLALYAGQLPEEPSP
Starred values were filed as active, the others as inactive; nt = not tested or not shown; & = joins results of further samples. Rows are unselected. About 0.83% of those tested had a hit in this group.

Sequence of screens – BAP1 block, HePTP inh
CC(C)c1nc(SCC(=O)Nc2ccc3c(c2)OCCO3)c2c(=O)n(C)c(=O)n(C)c2n1
  67.4, 3.1
CCOC(=O)N1CCN(C(=O)c2cnsn2)CC1
  121.2, 1.0
Cc1ccc(S(=O)(=O)N2CCCC2C(=O)n2nc(C)cc2C)cc1 (stereo not drawn)
  111.8, 8.6
COc1ccc(Cl)cc1C(=O)NCCc1ccc(S(=O)(=O)NC(=O)NC2CCCCC2)cc1
  119.8&90.5, 12.1
O=C(/C=C/c1ccco1)N1CCN(c2ccccc2)CC1
  nt, -2.3
COc1ccc(-n2c(Cc3cccn3C)nnc2SCC(=O)Nc2cccc(F)c2)cc1
  84.0, -7.9
CN(C)c1ccc(C(=S)N2CCOCC2)cc1
  79.8, 3.5&-18.7
CCP(=O)(CC)CCP(=O)(c1ccccc1)c1ccccc1
  nt, 8.4
CCC(C)(C)NC(=O)C(c1ccco1)N(C(=O)c1csnn1)c1cccc(F)c1 (stereo not drawn)
  114.0, 4.7
Brc1ccc(-c2noc(COc3ccc4c(c3)CCC4)n2)o1
  66.3, -0.1
N#Cc1cccc(NC(=O)NCCc2c[nH]c3ccccc23)c1
  84.7, -14.1
CCc1sc(NC(=O)COc2ccccc2)c(C(N)=O)c1C
  nt, 7.2
O=C(Nc1ccc2c(c1)OCO2)C1CCCN(c2nc3ccccc3s2)C1 (stereo not drawn)
  79.8, 4.6
O=C1c2cccc3cccc(c23)C(=O)N1CCOc1ccccc1
  nt, -13.7
CS(=O)(=O)N(Cc1ccc(C(=O)Nc2ccc(CC#N)cc2)cc1)c1ccccc1
  nt, -3.6
O=C(CCN1C(=O)COc2ccccc21)NCc1ccco1
  103.4, 2.1
CCOC(=O)C1=C(c2ccccc2)NC(=S)NC1c1ccc(SC)cc1 (stereo not drawn)
  nt, 6.5
COc1ccc(C(=O)/C=C/Nc2cccc(C(F)(F)F)c2)cc1
  nt, 3.4
Cc1cc(C)n2nc(SCn3nnc4ccccc4c3=O)nc2n1
  119.5, 3.8
COc1ccc(CCNc2cc(N3CCN(C)CC3)ccc2[N+](=O)[O-])cc1OC
  nt, -12.1
Cn1c(=O)n(C/C=C/c2ccccc2)c(=O)c2c1nc1n2CCCN1c1ccc(F)cc1
  94.4, 6.0
CN(C)CCN(C)Cc1ccc2c(c1)Cc1ccccc1-2
  99.4, 8.1
Cc1cc2nc(-c3cc(NC(=O)c4ccco4)ccc3Cl)oc2cc1C
  nt, 15.1
Cc1nnc(NC2(C(F)(F)F)C(=O)Nc3c2c(=O)n(C)c(=O)n3C)s1 (stereo not drawn)
  157.5, 6.8
CCOC(=O)c1oc2cccc(O)c2c1CN1CCOCC1
  109.3, 3.3
COc1ccc(CCNc2cc(N3CCN(CCO)CC3)ccc2[N+](=O)[O-])cc1OC
  nt, 4.3
COC(=O)c1cccc(NC(=O)c2c(Cl)ccc(Cl)c2OC)c1
  nt, -5.9
Cc1ccc2ccccc2c1CSCC(=O)Nc1ccccc1
  nt, -1.3
Cc1c(NS(=O)(=O)c2ccc3c(c2)CCN3C(=O)C2CC2)c(=O)n(-c2ccccc2)n1C
  83.5, 2.2
Fc1ccc(-c2nc(-c3ccccc3)c3ccccn23)cc1
  133.4, nt
Cn1c(CN2CCCC2)nc2cc(NC(=O)c3ccco3)ccc21
  83.7, -9.9
O=S(=O)(NCCOCC(F)(F)C(F)F)c1ccc2oc3ccccc3c2c1
  70.6, -6.6
O=C(O)CCc1ccc(-c2ccccc2)n1CC(=O)O
  88.7, 0.5
CC(C)(C)c1ccc(C(=O)Nc2sc3c(c2C(N)=O)CCCCC3)cc1
  nt, -6.7
COc1cccc(C2OC(=O)c3ccccc3N2C(C)=O)c1OC(C)=O (stereo not drawn)
  nt, -11.8
O=C(Nc1cc(C(F)(F)F)ccc1N1CCOCC1)c1ccc(Br)o1
  152.5, -9.5
Cc1ccc(S(=O)(=O)N(C)CC(=O)Nc2cccc(C)n2)cc1
  84.6, -3.1
CCCCNc1cc(C)oc(=O)c1C(C)=O
  102.7, -6.8&7.9
Nc1cccc(C(=O)/C=C/c2ccc(Cl)cc2Cl)c1
  nt, 14.3
O=C(Nc1c(C(=O)Nc2ccccc2)cnn1-c1ccccc1)c1ccco1
  107.6, 6.9
COc1ccc(N2C(=O)NC(=O)/C(=C/c3ccc(OCc4ccccc4F)c(OC)c3)C2=O)cc1
  nt, -2.4
CC1CN(c2ccc(Cl)cc2[N+](=O)[O-])CCN1S(C)(=O)=O (stereo not drawn)
  nt, -2.4
Nc1cc(N)nc(SCCOc2ccccc2F)n1
  86.5, 3.2
Cc1cc(C)c2c(CC(=O)Nc3nccs3)coc2c1
  110.6, 6.3
OC(CN1C2=NCCN2c2ccccc21)c1ccc2c(c1)OCO2 (stereo not drawn)
  98.5, 11.9
CCSC1=N/C(=C\c2ccc(C(=O)O)cc2)C(=O)S1
  96.3, 4.0
C/C(=N/N=C(\C)C1C(=O)c2ccccc2C1=O)c1cccs1
  nt, 4.1
Nc1nnc(-c2ccc(Cl)cc2)s1
  78.1, nt
O=C(O)C1CCCCC1C(=O)Nc1nc(-c2cccc3ccccc23)cs1 (stereo not drawn)
  nt, -4.7
CCOC(=O)c1[nH]c2ccccc2c1NC(=O)CC(C)C
  91.2, 8.2
CCc1nc2ccccc2c(NC(=O)CN2CCC(C)CC2)c1C
  110.4, 9.7
CCc1c(C(=O)Nc2ccc(S(=O)(=O)N3CCOCC3)cc2)csc1C
  129.4, 5.1
COc1cc(/C=C2/SC(=S)N(C)C2=O)ccc1OCCOc1ccc([N+](=O)[O-])cc1
  nt, -7.8
CC1(C)Cc2c(sc(N)c2C#N)C(C)(C)N1
  nt, 0.9
Cc1ccc(-c2nc3ccccc3s2)cc1NC(=O)c1ccccc1Cl
  87.2, nt
O=C1NC(Cc2c[nH]c3ccccc23)C(=O)N1CCOc1ccccc1 (stereo not drawn)
  105.5, 3.5
Cc1ccccc1N(C=O)C(=O)C1C(C)C2C=CC1C21CC1 (stereo not drawn)
  nt, 104.7*
O=C1NC(=O)N(c2ccccc2)C(=O)/C1=C\c1ccc(-c2cccc(C(=O)O)c2)o1
  nt, 15.7
O=C(c1ccc2c(c1)OCCO2)C1CCN(S(=O)(=O)c2ccc(F)cc2)CC1
  87.6, -0.7
COc1ccc2nc(NC(=O)C3CCCN(S(=O)(=O)c4cccc5nonc45)C3)sc2c1 (stereo not drawn)
  nt, 2.6

Remaining list, next part.
Sequence of screens – BAP1 block, HePTP inh
CC1=C(C)CC2C(=O)N(c3ccc(-c4ccc([N+](=O)[O-])cc4)cc3)C(=O)C2C1 (stereo not drawn)
  nt, -1.8
O=C(NCCN1CCCC1)c1ccc2c(c1)N(Cc1ccc(F)cc1)C(=O)c1ccccc1S2=O (stereo not drawn)
  93.6, 11.3
COc1ccccc1NC(=O)CC1S/C(=N\N=C(/C)C(C)(C)C)NC1=O (stereo not drawn)
  nt, -4.4
C=C(C)c1cccc(C(C)(C)NC(=O)N2CCOCC2)c1
  106.4, 7.6
Cc1cccc(OCCCN2CCCC2)c1C
  nt, -8.8
O=C(c1ccc(CS(=O)(=O)c2ccc(Br)cc2)o1)N1CCN(C2CCCCC2)CC1
  90.2, 8.9
Cc1nc(C)c(C(=O)NNC(=O)c2cccc([N+](=O)[O-])c2C(=O)O)s1
  nt, 8.8
Cc1ccc(CNC(=O)C2CCCCC2C(=O)O)cc1 (stereo not drawn)
  69.5, 7.1
O=C(O)c1cc(-c2ccccc2Cl)n[nH]1
  107.0, 1.9
Cc1ccc(S(=O)(=O)N2CCN(C(=O)CN3CCCC3)C2)cc1
  94.2, 0.6
COc1cc(C=O)c(Br)cc1OCc1ccc(Cl)cc1Cl
  nt, 4.8
COc1ccc(C)cc1S(=O)(=O)Nc1cccnc1
  101.7, 15.6
O=C(Nc1ccccc1[N+](=O)[O-])c1ccc(Br)cc1
  51.1, nt
COc1ccc(CNC(=O)c2cc(Cl)ccc2Cl)cc1
  nt, -3.7
Cc1cc(OCC(O)CN2CCN(Cc3ccccc3)CC2)ccc1C(C)C (stereo not drawn)
  nt, 1.8
COCCNC(=O)c1cnn2c(-c3ccccc3)cc(-c3ccccc3)nc12
  nt, 2.6
CCOC(=O)C1=C(C)Nc2nnnn2C1c1ccc(OCc2ccccc2)cc1 (stereo not drawn)
  108.7, nt
CCC(CC)N=C1NS(=O)(=O)c2cc([N+](=O)[O-])ccc21
  nt, 4.3
Cc1ccccc1NS(=O)(=O)c1ccc(C2CNC(=O)C2)cc1 (stereo not drawn)
  99.4, 11.5
O=c1cc(N2CCN(c3ccccc3)CC2)[nH]c(=O)n1C1CCCCC1
  93.4, 34.8
COC(=O)c1ccc(C(=O)OC)c(NS(C)(=O)=O)c1
  107.8, 9.8
COc1ccc(N(CC(=O)NCc2ccco2)S(=O)(=O)c2ccc(OC)c(OC)c2)cc1
  78.2, -4.6
Cc1nn(-c2ccccc2)c(C)c1S(=O)(=O)O
  nt, 8.5
Cc1cccc(NC(=O)CN2C(=O)COc3ccc(Cl)cc32)c1C
  105.4, 4.8
COCCCNC(CC(=O)Nc1ccc(OC)cc1OC)C(=O)O (stereo not drawn)
  85.4, 0.2
Cc1nc2scc(-c3ccco3)c2c(=O)n1/N=C/N(C)C
  97.2, 1.9
Cn1c(SCC(=O)Nc2ccccc2)nc(O)cc1=O
  95.3, -4.1
Cc1cccn2c(=O)c3cc(C(=O)N4c5ccccc5CC4C)n(C)c3nc12 (stereo not drawn)
  65.1, 2.2
NC(N)=NC(N)=NCCc1ccccc1
  98.2, 6.8
COc1cccc(C(C(=O)NC(C)(C)C)N(C(=O)CCC(=O)Nc2cc(C)on2)C2CC2)c1OC (stereo not drawn)
  102.4, 3.7

Printed as active in HePTP inh (from the list above):
Sequence of screens – BAP1 block, HePTP inh
Cc1ccccc1N(C=O)C(=O)C1C(C)C2C=CC1C21CC1 (stereo not drawn)
  nt, 104.7*

Next section.
molecule | BAP1 block | HePTP inh
CCn1c(COc2cccc(C)c2)nnc1SCC(=O)CC(=O)Nc1ccccc1OC | 88.5 | 10.0
CCN1CCN(C(=O)c2sc3nc(C)nc(N4CCC(C)CC4)c3c2C)CC1 | 99.5 | nt
O=S1(=O)N=C(Nc2ccc(S(=O)(=O)N3CCCCC3)cc2)c2ccccc21 | 213.7 | 4.0
N#Cc1c(-c2ccco2)nc(NCC2CCCO2)[nH]c1=O (stereo not drawn) | 69.8 | 4.1
CCc1ccc2oc(-c3cc(N=Cc4cccc(OC)c4O)ccc3O)nc2c1 | 55.5 | 8.4
Cc1noc(/C=C/c2ccco2)c1S(=O)(=O)N1CCC(C(=O)N2c3ccccc3CC2C)CC1 (stereo not drawn) | nt | 1.5
COc1ccc(-c2nnc3sc(-c4ccc(Br)o4)nn23)cc1OC | 106.3 | 1.9
COc1cc(/C=C/C(=O)O)ccc1S(=O)(=O)Nc1ccc(C(=O)O)cc1 | nt | 9.2
COc1ccc(NC(=O)CCN2C(=O)c3ccccc3C2=O)c(OC)c1 | 180.7 | nt
Clc1ccccc1OCCn1ccnc1 | 108.8 | -3.7
COCCCN1C(=O)C(=O)/C(=C(/O)c2ccc(OC)cc2)C1c1cccc(OC)c1 (stereo not drawn) | 67.0 | 2.8
Cc1cc(C)c(C#N)c(SCC(=O)N2CCCCC2)n1 | 76.6&108.2 | 8.7
Nc1c(C(=O)c2ccc(Br)s2)oc2ccccc12 | 38.7* | 4.8
O=C(CCc1nc2ccccc2s1)OCC(=O)N1CCN(C(=O)c2ccco2)CC1 | 117.2 | 4.8
COc1ccc(C(=O)/C=C/c2ccc3c(c2)OCO3)cc1OC | nt | 3.7
O=C(NCCCN1CCN(Cc2ccccc2Cl)CC1)Nc1ccccc1 | 136.7 | 3.6
N.N.O=C(O)C1(C(=O)O)CCC1.[Pt+2] | 97.8 | nt
CCc1cc(C(=O)N=Nc2c(O)[nH]c3ccc(Br)cc23)c2ccccc2n1 | nt | 3.6
C=C(C)Cn1c(N(CCO)Cc2ccccc2)nc2c1c(=O)[nH]c(=O)n2C | nt | 8.9
O=C(Nc1c(Cl)cc(Cl)cc1C(=O)NCC1CCCO1)c1ccco1 (stereo not drawn) | 93.4 | -0.1

Four entries from above, with each value named:
Compound: Cn1c(=O)n(C/C=C/c2ccccc2)c(=O)c2c1nc1n2CCCN1c1ccc(F)cc1
  BAP1 block: 94.4	HePTP inh: 6.0
Compound: CN(C)CCN(C)Cc1ccc2c(c1)Cc1ccccc1-2
  BAP1 block: 99.4	HePTP inh: 8.1
Compound: Cc1cc2nc(-c3cc(NC(=O)c4ccco4)ccc3Cl)oc2cc1C
  BAP1 block: nt	HePTP inh: 15.1
Compound: Cc1nnc(NC2(C(F)(F)F)C(=O)Nc3c2c(=O)n(C)c(=O)n3C)s1 (stereo not drawn)
  BAP1 block: 157.5	HePTP inh: 6.8

Further structures:
molecule | BAP1 block | HePTP inh
Cc1c(Cl)cccc1-c1ccc(C(=O)Nc2cccc(NC(=O)c3cccc(Cl)c3)c2)o1 | nt | -8.2
NC(=O)c1ccc(NC(=O)c2ccccc2[N+](=O)[O-])cc1 | nt | 4.3
COc1ccc(C2CC(=O)C3=C(C2)Nc2ccccc2NC3c2ccc(OC(C)=O)c(OC)c2)cc1 (stereo not drawn) | nt | -11.7
COc1cc(C2C(C#N)=C(N)Oc3cc(C)n(CCN4CCOCC4)c(=O)c32)cc(OC)c1OC (stereo not drawn) | 92.9 | 1.7
CC(C)(C)NC(=O)/C(=C\c1cccs1)NC(=O)c1ccccc1 | nt | 5.2
OC(C#CC12CC3CC(CC(C3)C1)C2)c1cccnc1 (stereo not drawn) | nt | 0.5

Some values from the results shown:
`OC(C#CC12CC3CC(CC(C3)C1)C2)c1cccnc1` (stereo not drawn) in HePTP inh = 0.5
`Cc1c(Cl)cccc1-c1ccc(C(=O)Nc2cccc(NC(=O)c3cccc(Cl)c3)c2)o1` in HePTP inh = -8.2
